# PKA-R1A act – PKA-R1A complex activation. PKA-R1A dissociation, Cy5-IP20 fluorescence polarization; scaled: DMSO 0%, 113 µM cGMP 100%. activation, % at 11.4 µM. hit rate 0.083% among 340,000. AID 504707;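 active = percent activation above the mean of all tested compounds plus 3 SD, cut at about 19% in these data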;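 also: higher means more PKAc released from R1A so a rise in polarization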
# Ecoli viability – counter-screen for AddAB inhibitors: E. coli growth inhibition; E. coli V3065 growth, OD600 absorbance, 18 h; inhibition, % at 11.9 µM; hit rate 0.27% among 330,000;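 active = inhibition above the campaign's mean inhibition across all tested compounds plus 3 SD, cut at about 9.9% in these data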;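 also: uninfected addAB+ strain grown without phage in ampicillin broth; 0% = DMSO wells and 100% = ciprofloxacin 0.95 µg/ml wells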
# Tat transport – E. coli Tat transport inhibition. inhibition, % at 10 µM. hit rate 0.036% among 340,000. E. coli MC4100 TorA-mCherry Tat export, fluorescence;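 active = mean replicate inhibition at least 50% and at least half of replicates individually reaching 50%; inconclusive = only one of the two criteria met; inactive = neither criterion met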;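 also: exported cargo escapes ClpAP degradation while cytoplasmic cargo is degraded and loses fluorescence; 0% = median of neutral control wells and 100% = median of NaSCN control wells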
# MOR-DOR ag – OPRM1-OPRD1 heterodimerization agonism; cells, luminescence; activation, % at 9.3 µM; hit rate 0.3% among 340,000; AID 504326; in the data active = activation above about 18%;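 also: 0% = vehicle-treated cells and 100% = reference agonist; values of inactives mirror those of a sister screen read the other way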
# MOR-DOR inv ag – inverse agonists of human mu-delta opioid receptor heterodimerization; P35372+P41143; cell-based MOR-DOR heterodimer luminescence, inverse agonism; inhibition, % at 9.3 µM; hit rate 0.21% among 340,000; in the data active = inhibition above about 22%, passing the limit was not always enough;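 also: 0% = cells with DMSO and 100% = wells without cells with DMSO; values of inactives mirror those of a sister screen read the other way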
# HTR5A inv ctr – inverse agonist of human HTR5A in OPRM1-OPRD1 counter-screen. AID 504634. inhibition, % at 9.3 µM. hit rate 0.083% among 340,000. HTR5A cell line, luminescence, inverse agonism; in the data active = inhibition mostly above about 23%, no sharp cut-off; inactive = mostly below about 18%;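 also: 0% = cells with DMSO and 100% = no-cell wells with DMSO; some compounds called inactive have numbers as strong as hits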
# Target sequence (P47898 whole entry, looked up): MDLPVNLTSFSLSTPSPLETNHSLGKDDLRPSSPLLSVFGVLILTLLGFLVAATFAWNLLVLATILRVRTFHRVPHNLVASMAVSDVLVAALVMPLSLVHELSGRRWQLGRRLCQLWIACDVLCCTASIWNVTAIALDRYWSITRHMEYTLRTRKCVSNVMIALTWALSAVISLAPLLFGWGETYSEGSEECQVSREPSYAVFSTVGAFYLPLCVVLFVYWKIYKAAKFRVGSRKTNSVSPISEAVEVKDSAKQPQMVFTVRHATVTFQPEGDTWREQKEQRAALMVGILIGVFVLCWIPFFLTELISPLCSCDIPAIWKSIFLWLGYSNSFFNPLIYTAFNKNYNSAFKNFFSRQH
# phage Ecoli inh – E. coli growth loss with phage present | growth absorbance | inhibition, % at 11.9 µM | hit rate 0.26% among 360,000 | AID 651602; in the data active = inhibition above about 11%
# AddAB inh – less growth of phage-infected E. coli with AddAB | E. coli expressing H. pylori AddAB, absorbance growth | inhibition, % at 11.9 µM | hit rate 0.29% among 330,000 | AID 435030; in the data active = inhibition above about 12%;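 also: 0% = vehicle wells of infected cells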
# PfHsp90 set2 – reduces growth (ATP signal) of yeast expressing P. falciparum Hsp90 | S. cerevisiae expressing PfHsp90, BacTiter-Glo ATP, 48 h; yeast lacking PDR1 and PDR3 efflux regulators | inhibition, % at 9.4 µM | hit rate 0.32% among 310,000 | AID 504621;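 active = every replicate shows inhibition above about 80%, whatever the replicate mean, limit read from the data; inconclusive = mean inhibition reaches the set limit but some replicate falls short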;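 also: 0% = DMSO neutral controls and 100% = 20 µM radicicol positive controls; yeast relying on Plasmodium falciparum Hsp90 in place of its own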
# PKA-R2B act – activates the human PKA-R2B holoenzyme complex | P22694+P31323 | activation, % at 11.4 µM | PKA-R2B holoenzyme dissociation, Cy5-IP20 fluorescence polarization; R2B truncated from residue 108, S112A mutant; 0% DMSO only, 100% 113 µM cGMP | AID 504700 | hit rate 0.079% among 340,000;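 active = activation above a cutoff set at the mean over all compounds plus 3 SD, cut at about 18% in these data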;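 also: higher means more holoenzyme dissociation and a rise in polarization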
# Target sequence (P31323 whole entry, looked up, other chains not shown, the tested form may be a part): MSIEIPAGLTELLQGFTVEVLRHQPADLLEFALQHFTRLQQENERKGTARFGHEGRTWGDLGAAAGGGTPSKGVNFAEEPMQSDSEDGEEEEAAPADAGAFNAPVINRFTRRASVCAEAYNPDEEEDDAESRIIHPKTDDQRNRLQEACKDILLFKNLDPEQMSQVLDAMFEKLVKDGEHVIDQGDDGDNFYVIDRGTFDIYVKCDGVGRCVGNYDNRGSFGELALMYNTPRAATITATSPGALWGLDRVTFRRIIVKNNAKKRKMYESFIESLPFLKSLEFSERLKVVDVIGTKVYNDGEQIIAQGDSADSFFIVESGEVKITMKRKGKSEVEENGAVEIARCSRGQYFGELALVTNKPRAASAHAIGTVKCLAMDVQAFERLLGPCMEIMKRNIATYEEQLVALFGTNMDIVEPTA
# SUMO Mot1 rescue – SUMOylation pathway inhibition by Mot1-301 growth rescue. AID 2716. hit rate 1% among 320,000. growth rescue, % at 18.8 µM. S. cerevisiae Mot1-301 growth rescue, ATP luminescence, 38.5C; percent above DMSO median, 100 means doubled;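 active = every valid replicate shows activation above 250% relative to neutral control wells; inactive = the rest, any valid replicate at or below 250%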;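 also: OY570 slx delta 5 strain wells were the positive control but not used for scaling; some compounds called inactive have numbers as strong as hits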
# The depositor's hits bear a star; ? = inconclusive; . = no result given; + = active, no number. Hits appear at their usual frequency, and some 2.2% of all compounds hit somewhere here.
molecule,PKA-R1A act,SUMO Mot1 rescue,MOR-DOR ag,PKA-R2B act,AddAB inh,Ecoli viability,HTR5A inv ctr,Tat transport,PfHsp90 set2,MOR-DOR inv ag,phage Ecoli inh
COc1ccc(CNC(=O)Nc2cccc(C(F)(F)F)c2)cc1OC,-3.4,6.3,-1.6,-9.9,1.0,0.1,-8.6,7.5,6.2,8.3,4.5
Cc1ccc2[nH]c(C(=O)N3CCCCC3)cc2c1,4.8,93.6,-1.7,0.7,-2.9,-1.5,-5.1,3.6,1.5,8.9,2.1
CC(=O)c1ccc(NC(=O)CCc2nnc3ccc(N4CCC5(CC4)OCCO5)nn23)cc1,-8.8,-1.9,-0.4,-5.0,0.3,-1.3,-9.6,1.4,8.2,2.2,0.6
CC(=O)C1(C)N(O)C(C)(C)C(c2ccco2)=[N+]1[O-] (centres undefined),-2.5,-6.5,-2.3,-4.8,-1.1,0.9,14.9,-4.8,9.9,11.8,3.0
O=C(NCC1CCCO1)/C(=C\c1ccccc1)NC(=O)c1ccccc1 (centres undefined),5.7,-5.0,0.3,-6.8,-0.8,1.2,23.3,-5.2,9.4,-1.2,1.1
CC(C)=C1C2CCC1C(C(=O)Nc1sc(C)c(-c3ccc(C(C)C)cc3)c1C(N)=O)C2C(=O)O (centres undefined),-6.8,-14.7,4.8,-8.0,1.7,0.6,-3.8,-11.9,11.2,-27.5,3.4
COc1ccc(/C=N/Nc2nc(C)cc(-c3ccccc3)n2)c(OC)c1,4.2,-15.3,-3.3,9.7,4.0,-0.6,-1.3,-7.0,2.0,16.2,3.3
COc1cc(OC)cc(C(=O)Nc2nnc(NC(=S)Nc3ccccc3)s2)c1,-13.8,4.9,-0.1,-1.9,1.9,-0.3,-14.6,-7.3,6.9,0.6,.
CC(C)C[C@H]1CN([C@@H](CC(C)C)CN2CCCC2CN2C(=S)NC[C@@H]2Cc2ccc(O)cc2)C(=S)N1CCc1ccccc1 (some centres undefined),5.7,.,0.3,-3.4,.,.,0.8,1.6,0.2,-1.2,4.5
O=C(O)CCC(=O)Nc1ccc(Sc2ccc([N+](=O)[O-])cc2)cc1,-9.2,7.7,-1.3,-4.2,5.8,2.2,-19.5,-5.8,23.3,7.9,3.7
CCc1nnc(NC(=O)c2sc3nc(C)cc(COC)c3c2N)s1,-8.4,18.4,-1.5,-9.2,-2.0,-0.4,-9.7,-1.9,.,7.4,-0.7
COc1ccc(NC(=O)CSC2CCCCC2)cc1,-7.7,-13.2,-1.2,-3.1,0.0,1.8,-13.1,-0.2,.,6.9,2.7
O=C(Nc1ccc(C(=O)N2CCCC2)cc1)c1ccccc1[N+](=O)[O-],-1.3,117.2,0.4,-2.8,0.9,0.3,25.8,2.9,15.8,-1.9,0.8
Cc1cc(N/N=C/c2ccc(O)cc2O)nc(-n2nc(C)cc2C)n1,6.9,-1.7,4.5,-13.7,2.6,0.2,19.7,-4.1,16.6,-22.2,-2.2
COc1ccc(CC(=O)Nc2ccc(S(=O)(=O)N(C)C)cc2)cc1OC,-3.4,0.2,-1.6,0.5,-0.5,0.7,-12.6,-3.1,-51.9,9.8,2.9
COc1ccc(-c2cc(-c3ccccc3)c(C#N)c(SCC(=O)Nc3ncc(C)s3)n2)cc1,-4.1,277.7,-1.9,-11.2,1.6,-0.6,0.7,0.4,-19.3,10.2,2.8
O=C(CCC1N=C2c3ccccc3N=C(SCC(=O)NCc3ccco3)N2C1=O)NCc1ccco1 (centres undefined),-1.6,33.2,-2.4,-4.5,-0.3,1.4,-0.5,1.1,-30.5,11.2,-0.4
Cc1ccc(C(=O)N2CC(=O)Nc3ccc(F)cc3C2c2ccc(F)cc2)cc1[N+](=O)[O-] (centres undefined),3.5,2.6,-1.4,-6.8,2.5,0.2,-19.0,-4.4,-1.7,7.1,-2.0
O=C(CCCn1nnc2ccccc2c1=O)N[C@H](C(=O)O)c1ccccc1,-11.3,-23.8,-0.2,-3.6,-0.6,-2.3,11.2,-0.8,-5.1,1.1,1.3
COc1cc(Br)cc(CNc2ccc(F)c([N+](=O)[O-])c2)c1O,-3.7,18.8,1.5,-3.1,-2.2,-1.1,-0.7,5.9,-18.0,-7.6,2.6
COC(=O)c1ccc(NC(=O)CN2C(=O)C3C4C=CC(C4)C3C2=O)cc1 (centres undefined),9.1,.,-0.5,2.6,0.3,1.7,-22.7,-3.9,9.2,2.7,2.4
CC(C)(C)CC(C)(C)Nc1c(-c2ccc(O)cc2)nc2cnccn12,-13.8,8.7,1.7,0.4,-0.8,0.3,-16.1,-9.0,.,-9.7,-0.8
CC(=O)Nc1cccc(NC(=O)Cc2cccs2)c1,-3.8,7.1,0.1,-6.1,0.7,-0.8,-26.8,-19.4,-8.6,-0.7,-1.5
Cc1cc(C)n2c(Br)c(CSc3nc4ccccc4o3)nc2n1,-5.5,-13.0,0.4,6.5,1.2,-0.8,-0.7,-1.0,-13.0,-2.5,0.6
COc1ccc(CNC(=O)Cc2cccs2)cc1OC,9.4,-3.0,-0.7,10.3,-1.1,-2.1,0.1,1.8,17.1,3.0,-0.1
CCOc1ccc(/C=N/OCC(=O)NCc2ccco2)cc1,-11.9,3.3,-0.8,-1.3,1.5,2.3,-9.5,-6.7,.,3.6,2.6
COc1ccc(-n2nc(C(=O)NCC(=O)N3CCCCCC3)c3ccccc3c2=O)c(OC)c1,15.2,1.5,-0.1,-1.1,-0.1,0.8,15.0,1.6,30.0,1.3,0.8
CS(=O)(=O)c1ccc(CNC(=O)C2(C(F)(F)F)C/C(=C\Cc3ccccc3)CCCO2)cc1 (centres undefined),5.0,4.8,2.0,-10.6,1.4,-3.8,9.8,12.4,2.8,-11.8,0.3
NC(=O)N=Nc1c2[nH]c3ccccc3nc-2c2ccccc12,.,19.1,.,.,-0.6,-2.3,.,4.9,67.9,.,-1.3
CCCCNC(=O)CCSc1ccc(C)cc1,-5.6,-4.7,0.5,6.4,1.7,0.8,0.3,-0.5,-20.6,-3.1,2.4
Oc1cccc(C(=S)N2CCCCC2)c1,0.1,-5.9,-1.8,-3.7,2.9,-0.1,1.8,-2.1,7.0,10.5,2.5
COc1ccc(/C=N/NC(=O)CCn2cnc(-c3ccccc3)c2-c2ccccc2)cc1OC,5.6,-10.0,-5.0,-4.7,2.6,-0.3,5.8,-1.9,5.0,24.9,4.2
COc1ccc(C(=O)Cn2nnc(-c3ccc(N4CCOCC4)cc3)n2)cc1OC,-8.4,-12.0,0.8,-7.8,4.3,4.6,19.7,9.5,.,-4.1,4.3
COc1cc(SC)ccc1C(=O)NC1CCCCC1,12.8,4.9,-2.1,7.7,3.3,-1.6,-2.7,-5.0,11.8,12.8,3.7
CC(Oc1ccccc1F)C(=O)NNC(=O)C1CC(=O)N(c2ccc3c(c2)OCCO3)C1 (centres undefined),-6.0,-8.3,-2.3,-8.6,-0.2,0.1,6.6,2.9,2.9,15.1,4.5
Cc1ccc(S(=O)(=O)N2CCN(C(=O)c3cccc(-n4cccc4)c3)CC2)cc1,-1.0,3.2,1.7,-0.4,0.2,-3.5,6.3,4.3,0.8,-10.9,2.6
COC(=O)c1ccc(COC(=O)c2cnc(Cl)c(Cl)c2)cc1,8.4,-13.1,-2.3,3.7,3.6,-0.4,20.2,2.9,-12.5,12.3,0.2
CCOC(=O)c1nnn(-c2nonc2-c2ccccc2)c1C,-5.5,-7.7,-0.6,-2.1,3.6,1.9,-2.6,3.1,9.4,3.1,4.6
Cc1cc(NC(=O)c2ccccc2Cl)n(C(C)(C)C)n1,.,-10.4,.,.,0.1,-1.7,.,9.2,14.3,.,3.4
Cc1ccnc(NC(c2cccnc2)c2ccc3cccnc3c2O)c1 (centres undefined),-1.7,+,-0.6,-13.2,12.2*,12.1*,-2.0,?,10.4,3.2,14.8*
CCOC(=O)Cc1csc(NS(=O)(=O)c2ccc(Cl)cc2)n1,-7.9,-13.0,-3.4,-7.4,2.7,0.5,15.9,-1.2,4.9,21.1,3.4
Cc1cc(C)nc(SCC(=O)Nc2ncc(C(F)(F)F)cc2Cl)n1,-9.2,-8.6,0.9,-2.6,3.1,-1.2,-1.4,1.6,17.0,-5.9,0.2
COc1ccc([C@@H]2CC=C(C(=O)O)[C@H](c3ccc(Cl)cc3)N2S(=O)(=O)c2ccc(Cl)cc2)cc1,2.5,-16.2,-1.1,3.8,4.2,1.5,1.3,4.1,-37.3,6.5,1.2
COc1ccc(OC)c(C(=O)COC(=O)COc2ccccc2F)c1,-1.2,.,-1.3,-6.8,.,.,-2.4,-1.0,.,8.1,1.1
COC(=O)CSc1nc(SCc2ccc(C)cc2)nc2c1CCCC2,-7.3,-2.2,2.4,9.1,-0.3,0.8,-13.9,6.5,-20.3,-14.1,0.5
CCn1c(C)nc2cc(S(=O)(=O)C(F)(F)F)ccc21,-1.0,.,-0.9,5.4,0.3,-2.0,-36.4,-0.3,-11.0,5.0,0.7
COc1cc(NC(=O)CSc2ccc(-c3ccco3)nn2)cc(OC)c1,-8.1,13.8,-0.9,-12.4,1.5,3.5,-11.2,-0.9,12.2,4.9,0.6
Cc1ccc(NC(=O)Cn2nnc(C(=O)NCc3ccc4c(c3)OCO4)c2N)cc1,12.4,549.8*,3.5,10.0,1.5,-1.5,16.9,-9.8,1.5,-17.7,0.5
CC(=O)Oc1c(C)c2c3c(c1OC(C)=O)[C@@H](C)CC[C@@H]3[C@@H](C)C[C@H]2C=C(C)C,-8.7,-3.1,4.0,-3.5,2.6,0.4,-5.2,-4.5,25.5,-22.7,2.1
COc1ccc(C2CC(=O)C3=C(C2)NC(C)=C(C(=O)Nc2ccccc2C)C3c2coc3ccc(C)cc3c2=O)cc1OC (centres undefined),-9.6,5.8,-1.0,7.6,1.9,-0.1,-23.5,1.2,13.5,5.8,1.7
Cc1cc(C)n(C(=O)c2ccc(C)o2)n1,-2.2,-8.6,1.6,4.2,0.6,-0.3,-1.9,3.4,-23.8,-8.7,-1.6

# Among those listed so far, these contain an NH in an aromatic ring:
molecule,PKA-R1A act,SUMO Mot1 rescue,MOR-DOR ag,PKA-R2B act,AddAB inh,Ecoli viability,HTR5A inv ctr,Tat transport,PfHsp90 set2,MOR-DOR inv ag,phage Ecoli inh
Cc1ccc2[nH]c(C(=O)N3CCCCC3)cc2c1,4.8,93.6,-1.7,0.7,-2.9,-1.5,-5.1,3.6,1.5,8.9,2.1
NC(=O)N=Nc1c2[nH]c3ccccc3nc-2c2ccccc12,.,19.1,.,.,-0.6,-2.3,.,4.9,67.9,.,-1.3
